aSyn 5UTR inh – MLPCN primary screen, SNCA 5' untranslated region | alpha-synuclein 5'UTR reporter, inhibitor activity | inhibition, % (tested at 7.5 µM) | actives 0.82% (n = 300,000) | AID 1813; in the data active = inhibition above about 60%; inconclusive = no clear call, values can overlap the other calls;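 note: H4 neuroglioblastoma cells stably carrying SNCA 5'UTR luciferase fusion; 0% = DMSO wells and 100% = positive control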
HSP90 refold inh – HSP90 refolding inhibition in rabbit reticulocyte lysate. luciferase refolding luminescence, 3 h. inhibition, % at 5.6 µM. actives 0.91% (n = 290,000);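 active = inhibition above the screen-wide mean plus 3 SD, computed separately per campaign, cut at about 16% in these data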;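 note: 0% = DMSO wells and 100% = 60 µM geldanamycin wells; inhibitors lower the luminescence because luciferase stays unfolded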
IEC-6 cytotox – counter-screen for KLF5 inhibitors: cytotoxicity in IEC-6 cells; AID 1825; IEC-6 cytotoxicity, luminescence viability; actives 0.78% (n = 290,000); inhibition, % at 5 µM; in the data active = inhibition above about 22%;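 note: 0% = plate median of test compound wells and 100% = cytotoxic reference compound wells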
HDAC3 inh – blocks human histone deacetylase 3; O15379; recombinant HDAC3, fluorogenic peptide/trypsin coupled, fluorescence; inhibition, % at 8.3 µM; actives 0.15% (n = 320,000); AID 2718; in the data active = inhibition above about 26%, passing the limit was not always enough; inconclusive = no clear call, values can overlap the other calls
Target sequence (O15379 whole entry, looked up): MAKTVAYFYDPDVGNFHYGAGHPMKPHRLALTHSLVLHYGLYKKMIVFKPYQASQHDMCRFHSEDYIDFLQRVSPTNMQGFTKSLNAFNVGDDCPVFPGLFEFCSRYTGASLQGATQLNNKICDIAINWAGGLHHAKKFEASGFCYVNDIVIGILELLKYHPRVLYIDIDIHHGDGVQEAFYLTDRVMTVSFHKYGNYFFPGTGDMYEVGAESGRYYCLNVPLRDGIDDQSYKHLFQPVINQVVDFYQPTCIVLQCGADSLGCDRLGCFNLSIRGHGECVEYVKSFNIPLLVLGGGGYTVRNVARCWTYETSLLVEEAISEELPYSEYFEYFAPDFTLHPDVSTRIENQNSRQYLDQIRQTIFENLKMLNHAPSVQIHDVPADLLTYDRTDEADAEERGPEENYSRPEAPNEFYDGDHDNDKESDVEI
AI-2 QS mod – modulates the Vibrio harveyi AI-2 quorum sensing system; activity change, % at 7.5 µM; AID 2094; actives 0.4% (n = 300,000); Vibrio harveyi JMH597 AI-2 luminescence/OD600 ratio, 9 h; stronger effect = lower value; strain lacks LuxN and CqsS sensors; 0 = neutral-control median; in the data active = activity change below about -75%, passing the limit was not always enough; inconclusive = no clear call, values can overlap the other calls;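 note: luminescence divided by OD600 gain over 9 h not by final OD600 alone; inactives centre near 13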
KLF5 inhibitor – inhibitors of KLF5 expression; DLD-1 KLF5 promoter-luciferase reporter, luminescence; inhibition, % at 5 µM; actives 0.23% (n = 290,000); AID 1700;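 active = inhibition above a per-plate limit of that plate's mean compound inhibition plus 3 SD, cut at about 60% in these data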;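 note: 0% = DMSO wells and 100% = LY294002 at 200 µM; higher means less KLF5 promoter-driven luciferase light; inactives centre near -14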
HSF1 inh – HSF1 inhibition. activity change, negative = inhibition, % at 7.5 µM (by protocol). actives 0.77% (n = 300,000). AID 2098. NIH3T3-HGL HSE-luciferase, MG132-induced, luminescence 8 h; stronger effect = lower value;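 active = more than half of replicate wells show activity change below -50%, luminescence cut by over half; inconclusive = some wells, but at most half, below -50%; inactive = no replicate well below -50%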;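 note: luciferase reports HSF-1 transcriptional activity via heat shock element; 0% = median of DMSO wells and -100% = zero luminescence signal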
HIF activator – HIF pathway transcriptional activation. AID 1910. activation, % at 7.5 µM (by protocol). U2OS HRE-luciferase reporter, luminescence; normalized: DMSO 0%, desferrioxamine 100%. actives 0.32% (n = 300,000);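 active = mean activation of at least 10% of the iron chelator positive control signal, with at least half of replicates also reaching 10%; inconclusive = mean and replicate majority disagree about reaching 10%; inactive = mean and most replicates under 10%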
HSF1 activator – increases HSF-1 driven luciferase reporter signal | NIH3T3-HGL HSF-1 luciferase reporter, MG132, 8 h; 100% = twice DMSO control signal | activation, % at 9 µM | actives 1.7% (n = 300,000);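 active = mean replicate activation of at least 50% with a set share of replicates each reaching 50%; inconclusive = only one of those two conditions met; inactive = mean below 50% and too few replicates reaching it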;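 note: 0% = median of the neutral control wells and 100% = twice that signal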
Platelet DG rel – platelet dense granule release activity; human platelet-rich plasma, SFLLRN dense granule ATP release, luminescence; inhibition, %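 (compounds screened at 7.5 µM in platelet-rich plasma)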; actives 0.22% (n = 300,000);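 active = mean replicate score, as percent of positive control, at or above 50; inconclusive = mean below 50 but at least one replicate at or above 50; inactive = mean and every replicate below 50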
* marks the source's active call; other numbers are inactive results; ? = inconclusive; / = not tested or not shown.

SMILES	aSyn 5UTR inh	HSP90 refold inh	IEC-6 cytotox	HDAC3 inh	AI-2 QS mod	KLF5 inhibitor	HSF1 inh	HIF activator	HSF1 activator	Platelet DG rel
Cc1ccc(NC(=S)NC2CCN(Cc3ccccc3)CC2)cc1C	-4	-2	1	-2	-2	8	-10	-0.6	-4	1
O=c1cnnc(N/N=C/c2cccs2)[nH]1	2	6	-1	4	31	-13	-2	-0.5	7	11
COc1ccc(-c2nnc(SCC(=O)NNC(=O)c3ccc(C)cc3)o2)cc1	-8	1	5	1	23	-11	-2	-0.4	10	-3
Cc1cccc(NC(=O)CCS(=O)(=O)c2ccc(Br)cc2)c1	4	-3	0	-5	19	-20	-5	-2.1	-2	-3
CCCc1[nH]nc2c1C(c1ccsc1)C(C#N)=C(N)O2 (stereo unspecified)	2	4	-6	0	-1	-36	6	0.2	-2	5
O=C(CCC(=O)c1ccc(Br)cc1)Nc1ccc(F)cc1	-9	1	-6	6	-9	-16	0	-1.5	4	8
CN(C)CCNC(=O)c1sc2cccc(F)c2c1Cl	-20	1	5	2	15	-11	-6	1.1	-5	5
C/C(Cc1ccccc1)=N\NC(=O)CNC(=O)c1ccc(C(C)(C)C)cc1	-13	-3	3	7	21	-5	1	0.2	1	3
O=C(CN1C(=O)C2CC=CCC2C1=O)NCC(=O)Nc1ccc(F)c(F)c1 (stereo unspecified)	2	/	/	5	/	/	-3	0.2	-4	-5
O=C(Nc1ccc(N2CCN(C(=O)c3cccs3)CC2)cc1)c1cccnc1	14	-1	4	-2	17	-15	-5	0.1	-7	2
COc1ccc(CNC(=O)c2cc(=O)c3cc(C)ccc3o2)cc1	-6	1	3	5	21	-12	-1	0.2	-4	3
Cc1ccc(Nc2nc(CSc3nnc(-c4cccnc4)n3-c3ccccc3C)cs2)cc1	-9	-2	-2	-3	8	-6	-6	0.3	-6	7

Brought forward from above: 2 compounds, followed by the next part.
SMILES	aSyn 5UTR inh	HSP90 refold inh	IEC-6 cytotox	HDAC3 inh	AI-2 QS mod	KLF5 inhibitor	HSF1 inh	HIF activator	HSF1 activator	Platelet DG rel
COc1ccc(CNC(=O)c2cc(=O)c3cc(C)ccc3o2)cc1	-6	1	3	5	21	-12	-1	0.2	-4	3
Cc1ccc(Nc2nc(CSc3nnc(-c4cccnc4)n3-c3ccccc3C)cs2)cc1	-9	-2	-2	-3	8	-6	-6	0.3	-6	7
CCCC(=O)Nc1nnc(SCC(=O)N2CCN(c3ccccc3)CC2)s1	5	0	5	0	35	22	-3	0.2	-2	-1
Cc1ccc(NC2=NC(c3ccc(O)cc3)n3c(nc(C)cc3=O)N2)cc1 (stereo unspecified)	11	2	4	9	10	-15	-5	-0.3	1	-1
CN1CCN(S(=O)(=O)c2ccc3c(c2)CC(=O)N3C)CC1	4	-2	-4	-3	21	-22	0	-0.1	4	-1
Cc1ccc(C(C)n2cc(C(=O)NCc3ccncc3)nn2)cc1 (stereo unspecified)	1	-2	4	0	-1	-20	-1	2.8	2	-4
COc1ccc(-c2nc(CSCC(=O)N3CCN(C(=O)c4ccco4)CC3)c(C)o2)cc1OC	-4	1	-2	2	29	-13	-2	0.0	11	-8
Cc1sc(NC(=O)COc2ccccc2)c(C#N)c1-c1ccccc1	-45	3	3	1	32	-20	20	1.2	32	-5
CCCC(=O)Nc1nnc(/C=C/c2ccc(OC)cc2)s1	-107	1	-3	3	21	-24	14	1.4	13	5
O=C(NCCc1ccccc1)C1c2ccccc2C(=O)N1Cc1cccs1 (stereo unspecified)	-43	-1	-3	1	4	-3	4	0.6	1	0
CCc1cc(=O)oc2cc(OC(C)=O)cc(OC(C)=O)c12	-31	3	-1	-51	19	-29	-13	0.5	-9	-33
O=C(Cc1ccccc1)Nc1ccc2c(c1)CCC2	-105	-2	-4	4	-27	-96	10	3.6	?	-4
O=C(COC(=O)C1Cc2ccccc2CN1C(=O)c1ccccc1Cl)Nc1ccc(N2CCOCC2)cc1 (stereo unspecified)	24	-2	3	5	12	-35	1	-0.4	-10	-1
C=CCc1cc(/C=C2/NC(=O)N(CC(=O)OC)C2=O)cc(OC)c1O	-14	-3	3	7	-1	-66	0	-0.6	2	5
O=C(N/N=C/c1ccc(OCc2ccccc2)cc1)c1ccco1	-103	-2	-2	-9	9	-81	25	1.8	49	2
O=CN(Cc1ccco1)C1(C(=O)NC2CCCCC2)CCCCC1	-3	0	-2	0	10	-48	-5	-0.3	0	0
C=CCNC(=S)N/N=C/c1ccc(C)s1	-11	1	11	-4	5	-57	2	2.1	26	24
COc1ccccc1CNc1ccccc1F	21	-1	-5	5	17	-30	-9	-0.3	-21	-2
COc1ccc(S(=O)(=O)NCCSCc2cccc(C)c2)cc1Br	0	-1	-3	-1	-11	-10	0	-0.2	1	1
CSc1nnc(-c2sc3cc(C(F)(F)F)cnc3c2-c2ccccc2)n1C	-36	-3	10	6	8	23	-1	2.5	-12	11
CC(=O)N1CCc2cc(S(=O)(=O)CCC(=O)NCCc3ccc(C)cc3)ccc21	19	-3	0	1	8	-4	-6	-0.4	7	-4
O=C(NCC(c1ccc(F)cc1)N1CCOCC1)c1c(F)cccc1F (stereo unspecified)	-1	3	0	1	1	-7	7	0.1	26	0
CC1=C(C(=O)OCc2ccccc2)C(c2ccccc2OC(F)F)NC(=O)N1 (stereo unspecified)	-1	2	-7	-11	7	-15	1	-0.1	-3	13
Cc1cc(C)nc(Oc2ccc([N+](=O)[O-])cc2)n1	-4	-3	-1	1	16	-25	4	-0.3	17	0
O=C(O)CN1C(=O)COc2ccc(S(=O)(=O)N3CCCCCC3)cc21	4	0	5	-2	16	-24	2	-0.2	-8	0
O=S(=O)(Nc1cc(C(F)(F)F)ccc1N1CCOCC1)c1ccccc1	-5	2	4	-2	29	-11	-7	-0.4	-25	-1
O=C(O)Cc1ccc(O)cc1	1	/	/	-8	11	/	-5	-1.1	-5	-5
CCC(CC)C(=O)NCCCCc1ccccc1	9	-4	-2	-2	26	-13	-4	0.0	-2	2
COc1cccc(C(=O)N(Cc2nc(-c3cccc(C)c3)no2)C(C)C)c1OC	7	3	-5	-7	-4	-46	6	-0.4	16	-16
CN(C)c1cccc(C(=O)OCC(=O)NCC2CCCO2)c1 (stereo unspecified)	-23	1	0	-5	-1	-7	2	0.3	0	5
Cc1ccc(CSC2=Nc3sccc3C3=NC(=O)CN23)cc1	-20	-1	-12	-1	16	13	7	0.2	30	5
OCCC1CN(Cc2ccon2)CCN1Cc1ccccc1 (stereo unspecified)	1	1	3	0	-7	-14	0	0.7	-16	1
S=c1[nH]nc(Cc2ccc(Cl)cc2)n1-c1ccc2c(c1)OCCO2	6	1	-8	-3	26	-21	/	0.0	/	-5
COc1cccc(COc2ccc3c(C)cc(=O)oc3c2)c1	-164	2	-2	-2	5	-183	33	4.7	?	3
NNC(=O)C1COc2cc3ccccc3cc2O1 (stereo unspecified)	7	2	-2	-1	27	-36	1	-5.1	10	1
CC(C)NC(=O)NS(=O)(=O)c1cnccc1N1CCCCC1	6	0	1	1	15	-1	27	-0.4	51*	3
COc1ccc(CCNC(=O)c2ccc3c(=O)n(Cc4ccco4)c(=S)[nH]c3c2)cc1OC	24	1	2	-1	11	-11	-3	-0.4	9	2
COc1ccc(S(=O)(=O)Nc2ccc(OCC(=O)O)cc2)c2ccccc12	14	1	1	-6	15	-10	1	-0.9	5	/
CC1CC(NS(=O)(=O)c2cc3c4c(c2)CCN4C(=O)CC3)CC(C)(C)C1 (stereo unspecified)	1	/	/	-3	-4	/	5	-0.4	5	7
Cc1c(Cl)c([N+](=O)[O-])nn1CCCC(=O)NCCc1ccccc1	-64	1	2	-3	16	-39	1	1.3	15	1
COC(=O)c1ccccc1NC(=O)NCCc1ccccc1OC	-134	0	6	/	9	-74	11	3.0	10	7
COc1cc(C2C3=C(CC(c4ccco4)CC3=O)Nc3ccccc3N2C(C)=O)cc(OC)c1OC (stereo unspecified)	17	3	-2	4	25	-20	0	-0.5	-9	2
COc1cccc(CNC(=O)c2cc(S(=O)(=O)N3CCOCC3)cn2C)c1	-24	1	0	/	9	-17	-1	0.2	0	51*
Cc1cc(C)cc(NC(=S)NCc2cccnc2)c1	7	0	5	-2	33	-14	8	-0.5	9	4
CCOC(=O)C1(CCCc2ccccc2)CCN(C(=O)[C@@H]2C[C@@H](C)NC(=S)N2)CC1	-1	-1	2	2	72	-30	2	0.0	13	1
CCN1CCN(c2cc(C)c3cc(NC(=O)Cc4ccccc4OC)ccc3n2)CC1	-18	0	1	-10	-14	4	-4	0.4	15	10
CC(NC(=O)N1CCOCC1)c1ccccc1 (stereo unspecified)	0	-1	-3	2	10	-13	-1	-0.8	1	-2
O=C(COc1ccccc1Cl)NC(=S)Nc1cccc(NC(=O)c2ccccc2Cl)c1	13	-1	-8	/	34	-14	14	/	25	-7
CCOc1cc(S(=O)(=O)N2CCOCC2)ccc1F	9	5	-1	0	4	-45	-5	-0.2	-22	-4
C/C(=N\NC(=O)c1ccc(NS(=O)(=O)c2cccs2)cc1)c1ccc(O)cc1O	7	-3	-4	-3	-2	-3	6	0.1	18	-2
CCOC(=O)N1CCN(C(=O)CSc2ccc3nnc(-c4ccncc4)n3n2)CC1	-33	-3	4	-3	-9	18	0	0.9	6	3

Some of these compounds in order of heavy-atom count, rising:
SMILES	aSyn 5UTR inh	HSP90 refold inh	IEC-6 cytotox	HDAC3 inh	AI-2 QS mod	KLF5 inhibitor	HSF1 inh	HIF activator	HSF1 activator	Platelet DG rel
Cc1c(Cl)c([N+](=O)[O-])nn1CCCC(=O)NCCc1ccccc1	-64	1	2	-3	16	-39	1	1.3	15	1
COc1cccc(CNC(=O)c2cc(S(=O)(=O)N3CCOCC3)cn2C)c1	-24	1	0	/	9	-17	-1	0.2	0	51*
CCOC(=O)N1CCN(C(=O)CSc2ccc3nnc(-c4ccncc4)n3n2)CC1	-33	-3	4	-3	-9	18	0	0.9	6	3

Complete entries from above.
COc1cccc(C(=O)N(Cc2nc(-c3cccc(C)c3)no2)C(C)C)c1OC across the screens: aSyn 5UTR inh = 7; HSP90 refold inh = 3; IEC-6 cytotox = -5; HDAC3 inh = -7; AI-2 QS mod = -4; KLF5 inhibitor = -46; HSF1 inh = 6; HIF activator = -0.4; HSF1 activator = 16; Platelet DG rel = -16
Cc1ccc(NC2=NC(c3ccc(O)cc3)n3c(nc(C)cc3=O)N2)cc1 (stereo unspecified) across the screens: aSyn 5UTR inh = 11; HSP90 refold inh = 2; IEC-6 cytotox = 4; HDAC3 inh = 9; AI-2 QS mod = 10; KLF5 inhibitor = -15; HSF1 inh = -5; HIF activator = -0.3; HSF1 activator = 1; Platelet DG rel = -1
COc1ccc(S(=O)(=O)Nc2ccc(OCC(=O)O)cc2)c2ccccc12 across the screens: aSyn 5UTR inh = 14; HSP90 refold inh = 1; IEC-6 cytotox = 1; HDAC3 inh = -6; AI-2 QS mod = 15; KLF5 inhibitor = -10; HSF1 inh = 1; HIF activator = -0.9; HSF1 activator = 5; Platelet DG rel = /
